TEAD-YAP block: TEAD-YAP interaction inhibition, primary screen, TEAD-YAP interaction inhibitor project, luminescence, HEK-TIYL cells. 640,000 compounds, 1.4% hits. TEAD-Gal4/YAP UAS-luciferase luminescence. inhibition, % at 9.12 µM; in the data active = inhibition above about 32%;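 note: 0% = median of test compound wells and 100% = reference inhibitor wells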
FBW7 activator: FBW7 E3 ligase activators, primary screen, biochemical, AlphaScreen, human; 650,000 compounds, 0.13% hits; normalized activity (activation), % at 26.1 µM; AID 1259310, 2017; AlphaScreen FBW7–phospho-cyclin E peptide binding, activator screen; F-box/WD repeat-containing protein 7 (Homo sapiens), Q969H0; in the data active = normalized activity above about 1.9%;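 note: purified mutant Fbw7 with reduced substrate affinity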
Target sequence (Q969H0 whole entry, looked up): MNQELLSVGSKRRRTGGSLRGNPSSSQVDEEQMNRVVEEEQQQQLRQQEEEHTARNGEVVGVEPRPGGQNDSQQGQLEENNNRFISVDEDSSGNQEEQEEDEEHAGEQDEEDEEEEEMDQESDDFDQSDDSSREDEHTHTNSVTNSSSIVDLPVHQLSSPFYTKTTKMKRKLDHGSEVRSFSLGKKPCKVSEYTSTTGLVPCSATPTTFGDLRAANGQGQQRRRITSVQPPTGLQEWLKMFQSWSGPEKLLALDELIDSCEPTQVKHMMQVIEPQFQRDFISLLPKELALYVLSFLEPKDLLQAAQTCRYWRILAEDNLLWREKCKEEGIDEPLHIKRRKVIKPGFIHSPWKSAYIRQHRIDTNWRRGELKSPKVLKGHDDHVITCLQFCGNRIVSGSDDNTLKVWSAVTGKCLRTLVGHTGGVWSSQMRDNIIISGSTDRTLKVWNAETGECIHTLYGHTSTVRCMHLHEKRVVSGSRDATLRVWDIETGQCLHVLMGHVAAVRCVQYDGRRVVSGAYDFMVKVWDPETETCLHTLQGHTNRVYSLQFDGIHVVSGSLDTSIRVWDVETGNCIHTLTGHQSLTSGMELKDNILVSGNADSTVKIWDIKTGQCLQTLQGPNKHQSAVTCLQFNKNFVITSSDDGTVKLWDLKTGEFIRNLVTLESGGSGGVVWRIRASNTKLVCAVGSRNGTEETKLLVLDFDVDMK
MITF inh: MITF inhibitors, primary screen, biochemical, AlphaScreen, human; Microphthalmia-associated transcription factor (Homo sapiens), O75030; AlphaScreen MITF homodimerization, bead proximity signal; inhibition, % at 2.6 µM; 650,000 compounds, 0.91% hits; AID 1259374, 2018; in the data active = inhibition above about 50%;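 note: 0% = vehicle wells with protein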
GPR151 ag: activators of human GPR151, primary screen, cell-based, PathHunter beta-arrestin, luminescence | PathHunter beta-arrestin GPR151 cells | activation, % at 11.2 µM | 650,000 compounds, 1% hits | AID 1508602, 2020; in the data active = activation above about 4.9%;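 note: 0% = median of compound wells and 100% = cells with positive control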
Starred values were filed as active, the others as inactive. Rows are unselected. About 3.5% of those tested had a hit in this group.

The opening seven records as a preview:
SMILES	TEAD-YAP block	FBW7 activator	MITF inh	GPR151 ag
COc1ccc(-c2ocnc2C(=O)NCC2CCCCC2)cc1OC	3	0.3	16	-0.6
CCOC(=O)C1=C(C)N=c2s/c(=C3\C(=O)N(OC(C)=O)c4ccccc43)c(=O)n2C1c1ccc(C)cc1 (configuration not stated)	2	-0.1	2	-0.5
COc1ccc(-c2cc3c(=O)n(CC(=O)NC4CCCc5ccccc54)ncn3n2)cc1 (configuration not stated)	-12	0.3	-1	2.0
COc1cccc(NC(=O)CSc2nnc3cc(C)nc(N)n23)c1	-4	-0.2	-8	-0.6
Cc1ccc(-n2c(SCc3ccccc3C)nc3[nH]ncc3c2=O)cc1	12	0.3	4	0.0
CCOC(=O)N1CCN(C(=O)C(C)c2ccc([N+](=O)[O-])cc2)CC1 (configuration not stated)	-1	-0.2	3	2.8
O=C(Cn1c(=O)oc2ccccc21)Nc1ccc(S(=O)(=O)N2CCCCCC2)cc1	-8	0.0	6	-1.7

This part in full (from the top)
SMILES	TEAD-YAP block	FBW7 activator	MITF inh	GPR151 ag
COc1ccc(-c2ocnc2C(=O)NCC2CCCCC2)cc1OC	3	0.3	16	-0.6
CCOC(=O)C1=C(C)N=c2s/c(=C3\C(=O)N(OC(C)=O)c4ccccc43)c(=O)n2C1c1ccc(C)cc1 (configuration not stated)	2	-0.1	2	-0.5
COc1ccc(-c2cc3c(=O)n(CC(=O)NC4CCCc5ccccc54)ncn3n2)cc1 (configuration not stated)	-12	0.3	-1	2.0
COc1cccc(NC(=O)CSc2nnc3cc(C)nc(N)n23)c1	-4	-0.2	-8	-0.6
Cc1ccc(-n2c(SCc3ccccc3C)nc3[nH]ncc3c2=O)cc1	12	0.3	4	0.0
CCOC(=O)N1CCN(C(=O)C(C)c2ccc([N+](=O)[O-])cc2)CC1 (configuration not stated)	-1	-0.2	3	2.8
O=C(Cn1c(=O)oc2ccccc21)Nc1ccc(S(=O)(=O)N2CCCCCC2)cc1	-8	0.0	6	-1.7
CC(C)(O)c1ccc(-c2ccccc2)cc1	-59	-0.2	-4	-1.2
COC(CNS(=O)(=O)c1cccc2cccnc12)OC	-6	0.0	-3	-0.1
O=C(CSC1=NCCN1)c1ccc(Cl)cc1	7	-0.3	8	2.9
C=CCNC(=S)NC(=O)c1ccc(C)c(Br)c1	-38	-0.1	3	0.6
Cc1ccccc1C1C=C(c2cccs2)Nc2nnnn21 (configuration not stated)	-5	-0.1	3	-0.5
O=C1C(=O)N(CN2C(=O)C(=O)c3ccccc32)c2ccccc21	4	-0.1	0	-0.9
C=CCN1C(=O)C2C(C(=O)Nc3ccc(C(C)C)cc3)C3C=CC2(O3)C1C(=O)NC1CCCC(C)C1C (configuration not stated)	15	-0.1	6	-0.2
CCOc1cc(C2C(C#N)=C(N)Oc3n[nH]c(-c4ccccc4)c32)ccc1OC (configuration not stated)	-3	-0.1	2	-1.1
CCOC(=O)c1ccc(NS(=O)(=O)CC23CCC(CC2=O)C3(C)C)cc1 (configuration not stated)	-13	-0.2	3	-1.6
O=c1[nH]cc(N=Cc2ccc(Cl)cc2)c(=O)[nH]1	-4	0.0	-4	0.8
CC1(C(=O)NC2CCCCCCC2)CN(S(C)(=O)=O)CC(=O)N1c1ccccc1F (configuration not stated)	-3	0.2	12	2.6
CCOc1cc(C2Oc3nc(SC)nnc3-c3ccccc3N2C(=O)CC)c(Br)cc1OC (configuration not stated)	3	0.0	8	4.9
O=C(NC(n1cncn1)C(Cl)(Cl)Cl)c1ccccc1 (configuration not stated)	-1	0.1	5	0.8
CC(C)CCNCc1c(C(=O)O)n(Cc2ccccc2F)c2ccccc12	8	-0.1	-2	-0.7
COc1ccc(OC)c(CNCc2c(C(=O)O)[nH]c3cc(OC)ccc23)c1	2	0.6	11	0.0
Cc1cn(-c2nc(-c3ccccc3)oc2-c2ccccc2)c(=O)nc1Nc1ccccc1	7	0.0	1	-0.9
O=C(NN=C1CCCC1)c1n[nH]c2c1CCCC2	42*	-0.4	-1	0.8
CCOc1nn(CC)cc1-c1nnc(SCc2ccccc2)n1C	10	0.5	10	-1.2
N#CCc1ccc(OCc2ccc(C#N)cc2)cc1	-48	0.6	11	-1.5
Cc1cc(F)ccc1C(=O)Nc1ccc(I)cc1	-66	0.2	7	-1.1
COC(=O)c1ccc(C(=O)OC)nc1	-4	0.0	20	-1.2
O=C(Cn1c2ccccc2c(=O)c2ccccc21)Nc1ccc(C(F)(F)F)cc1	6	0.2	-7	2.1
O=C(NCCSC1CCCCC1)Nc1ccccc1	1	-0.1	-10	5.1*
Cc1c(C(=O)Nc2cccc(C(F)(F)F)c2)sc2ncn(Cc3ccccc3F)c(=O)c12	4	0.0	1	-0.8
COc1cccc(OC)c1C(=O)Nc1ccc2oc(=O)ccc2c1	3	0.0	11	1.5
COC(=O)CNC(=O)C1CC(=O)N(c2ccc(C)cc2)C1 (configuration not stated)	-8	0.5	16	-0.6
CCOC(=O)c1nnc2cc(-c3ccc(C)cc3)nn2c1C	-9	-0.1	0	2.8
COCCNC(=O)c1ccc(CSc2ccccc2)cc1	-24	-0.1	-2	0.4
Cc1ccc(S(=O)(=O)N(C)N(C)C2=NS(=O)(=O)c3ccccc32)cc1	8	1.0	16	0.9
CC(=O)c1ccc(N2CCN(C(=O)c3c(F)cccc3F)CC2)c(F)c1	7	-0.1	16	0.3
O=C(c1cc([N+](=O)[O-])ccc1Cl)N1CCN(c2ccccn2)CC1	-5	-0.1	3	-0.2
Cc1ccnc(NC(c2ccccc2C)c2ccc3cccnc3c2O)c1 (configuration not stated)	90*	-0.5	17	-0.2
CCOC(=O)c1sc(NC(=O)CSc2nnc(CNC(=O)c3cccc(OC)c3)n2-c2cccc(Cl)c2)c(C(=O)OCC)c1C	-5	0.1	-13	-1.0
Cc1ccc(S(=O)(=O)N2CCN(Cc3ccc(F)cc3)CC2)cc1	3	-0.2	50	-0.4
COc1cc(CN2CCN(c3ncccn3)CC2)c([N+](=O)[O-])cc1OC	5	0.0	23	1.5
CN(Cc1ccccc1)C(=O)CSc1nnc(-c2cccs2)o1	-2	0.0	1	-1.3
O=C(Cc1cccc2ccccc12)NCCOc1ccccc1	-4	-0.1	2	4.3
Cc1ccc(C)c(N2CCN(S(=O)(=O)CCN3C(=O)CCCC3=O)CC2)c1	-1	-0.2	-34	0.1
CS(=O)(=O)N1CCN(C(=O)c2ccc(OCC(=O)C3CC3)cc2)CC1	9	0.2	1	1.5
CC(=O)N(CCO)Cc1cc2cccc(C)c2[nH]c1=O	-6	0.0	-16	-0.8
CCOc1ccccc1NC(=O)C1c2ccccc2C(=O)N(Cc2ccc(F)cc2)C1c1ccc(OC)cc1 (configuration not stated)	0	0.7	1	-0.6
Oc1ccc(NC(=S)Nc2ccccc2F)cc1	1	-0.5	-13	-0.7
COc1ccc([N+](=O)[O-])cc1NC(=O)c1cc2ccccc2cc1OC	-6	-0.1	5	0.4
Fc1ccc(CN2CCN(c3ncnc4c3cnn4-c3ccccc3)CC2)cc1	0	0.3	18	0.2
O=C(Cc1ccc(Cl)cc1)NCc1cccs1	6	9.5*	13	1.9
C[C@H](O)[C@H]1NC(=O)[C@@H]2C[C@H](NC(=O)Nc3ccccc3F)CN2C1=O	1	0.2	14	-1.1
CC(=O)N1CCc2c(sc(NC(=O)c3ccc([N+](=O)[O-])cc3)c2C(N)=O)C1	7	0.1	-5	0.3
COc1ccc(CNC(=O)CCCn2nnc3ccccc3c2=O)cc1	-3	0.1	-1	0.5
NC(=O)C1CCN(C(=O)CC2C(=O)NCCN2CC(c2ccccc2)c2ccccc2)CC1 (configuration not stated)	-10	-0.2	-3	0.6
CC(C)Oc1ccc(C(CC(=O)O)C(C)C)cc1 (configuration not stated)	-5	0.2	-4	-1.0
COc1cc(C2C(C#N)=C(N)Oc3c2c(C)nn3-c2ccccc2)ccc1OCC#N (configuration not stated)	0	-0.1	0	0.2
CN(C)C(=O)COC(=O)c1cccc([N+](=O)[O-])c1	3	0.1	10	-0.1
CCOC(=O)Cc1cc(OC)c(OC)cc1C(=O)CC	6	0.2	5	1.4

Single records (already shown).
COc1ccc(CNC(=O)CCCn2nnc3ccccc3c2=O)cc1 is listed as TEAD-YAP block: -3; FBW7 activator: 0.1; MITF inh: -1; GPR151 ag: 0.5
Cc1ccc(S(=O)(=O)N2CCN(Cc3ccc(F)cc3)CC2)cc1 is listed as TEAD-YAP block: 3; FBW7 activator: -0.2; MITF inh: 50; GPR151 ag: -0.4
Fc1ccc(CN2CCN(c3ncnc4c3cnn4-c3ccccc3)CC2)cc1 is listed as TEAD-YAP block: 0; FBW7 activator: 0.3; MITF inh: 18; GPR151 ag: 0.2

New compounds follow:
SMILES	TEAD-YAP block	FBW7 activator	MITF inh	GPR151 ag
CCOC(=O)c1sc2ncn(CC(=O)C(C)(C)C)c(=O)c2c1C	-10	0.1	16	-1.7
Cc1[nH]c2c(C)cccc2c(=O)c1CN1CC2(C)CC1CC(C)(C)C2 (configuration not stated)	5	0.2	16	-1.2
Cc1cc(=O)[nH]c(N/N=C/c2ccncc2)n1	6	-0.2	-4	1.0
Cc1ccc(C(=O)N[C@H]2C[C@H]3C(=O)N[C@@H](CCCCN)C(=O)N3C2)cc1	-8	-0.1	-6	1.9
CCCSc1nc2c(c(-c3ccc(C)o3)c1C#N)CCCC2	-6	0.9	1	-0.4
COC(=O)Cn1c(=NC(=O)Cc2ccccc2)sc2cc(OC)ccc21	-3	-0.1	-2	3.5
O=C(Nc1nc2ccc([N+](=O)[O-])cc2s1)c1cccc(C(F)(F)F)c1	0	0.2	0	0.9
CCCCc1ccc(C(=O)NNC(=O)C2CCC(c3ccccc3)CC2)cc1 (configuration not stated)	0	0.0	-3	0.3
O=C(CN1C(=O)C(=O)N(C2CCCC2)C1=O)NCc1cccs1	6	-0.1	-4	-0.8
CCN(CC)CCn1c(NCc2ccc3c(c2)OCO3)nc2ccccc21	-19	0.2	-3	0.9
Cc1ccc(S(=O)(=O)NCc2ccccc2)c(C)c1C	8	-0.2	-1	2.1
CCC(C)(C)C1CCc2c(sc(NC(=O)c3cc(-c4ccc(OC)cc4OC)nc4ccccc34)c2C(N)=O)C1 (configuration not stated)	3	0.0	0	-0.4
CCOC(=O)c1sc(NC(=O)CSc2nnc(CNC(=O)c3ccccc3OC)n2-c2cccc(C)c2)c(C(=O)OCC)c1C	-4	0.6	-6	-1.2
C=CCNC(=O)c1ccc(-c2ccco2)nc1NCc1cccnc1	-11	0.3	-10	-0.4
Cc1c(CN2CCC3(CC2)CC3C(=O)NCC2(c3ccccc3)CCOCC2)cnn1C (configuration not stated)	-1	-0.1	-5	-0.4
CC1COc2ccccc2N1C(=O)C(Cl)Cl (configuration not stated)	23	0.6	6	-0.9
CCOc1ccccc1Nc1ncnc2c1c(-c1ccccc1)cn2-c1cccc(C(F)(F)F)c1	-8	0.0	-14	0.5
Cc1cccc(N(CC(=O)Nc2ccc3c(c2)OCO3)S(C)(=O)=O)c1C	3	0.3	12	-0.4
CNC(=S)NNC(=O)c1n[nH]c(=O)c2ccccc12	-6	-0.7	-1	0.9
O=C(c1cc(COc2ccc(F)cc2Cl)on1)N(CCO)Cc1cccs1	-11	-0.2	-6	1.0
O=C(O)Cc1ccc(OC(F)F)cc1	3	0.8	2	3.0
O=C1CSC(c2cccc([N+](=O)[O-])c2)N1c1ccc(F)c(Cl)c1 (configuration not stated)	-12	-0.2	1	1.2
CCCOC(=O)C1=C(C)NC2=C(C(=O)CC(c3ccc(OC)c(OC)c3)C2)C1c1ccccc1F (configuration not stated)	41*	-0.1	-11	2.7
CCOc1ccccc1OCCOCCOc1ccccc1[N+](=O)[O-]	5	-0.3	-21	-1.1
O=[N+]([O-])c1c(NCCCO)cc(NCc2ccc3c(c2)OCO3)c2nonc12	16	-0.1	13	0.5
Cc1[nH]c(=O)n(C)c(=O)c1CCC(=O)N1CCCc2ccccc21	5	0.0	-8	0.8
CCCOc1ccc(-c2ccc(-c3noc(C4CCC(CCC)CC4)n3)cc2)cc1 (configuration not stated)	-3	-0.1	6	0.1
CC1CCCCN1S(=O)(=O)c1ccc2c(c1)oc(=O)n2C (configuration not stated)	-1	-0.1	-1	-1.5
O=C(O)c1cccc(OCC(O)Cn2cnc3ccccc32)c1 (configuration not stated)	10	1.8	13	0.1
O=C(CCS(=O)(=O)c1cccc2nonc12)Nc1cccc(C(F)(F)F)c1	-3	0.1	25	-0.8
CC(=O)c1ccc(NC(=O)Nc2ccc(C(F)(F)F)cc2)cc1	-46	0.1	-10	1.0
Cc1noc(-c2ccccc2)c1NC(=O)NCc1ccco1	0	-0.1	-1	0.4
CCC(=O)N1CCc2cc(S(=O)(=O)NCCC(=O)NCc3ccccc3OC)ccc21	9	0.2	5	0.8
C=CCN(CC=C)C(=O)CN1C(=O)NC(Cc2c[nH]c3ccccc23)C1=O (configuration not stated)	8	-0.1	0	3.7
COc1cc(Nc2nc(-c3ccc(N4CCOCC4)nc3)nc3c2ncn3-c2ccccc2)cc(OC)c1OC	-9	-0.1	8	4.1
